KB-V1 cytotox: qHTS assay for MDR1-selective chemotherapeutics: Primary screen using the drug-selected MDR subline cells KB-V1; KB-V1 MDR cells viability, CellTiter-Glo, 72 h; Potency, µM (series often up to 46.1 µM), inactives show at the top dose activity change, negative = cytotoxicity, most hits filed as cytotoxic; 400,000 tested, 3.4% active; AID 1347076, 2019; note: potency is the fitted concentration of half-maximal effect; % is set by controls: 0 for no effect and ±100 for the full control effect; nearly all actives have a fitted effect of over 60% in size
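Compound-treated KB-V1 multidrug-resistant cells, 72 h, 37 degrees C; viability by CellTiter-Glo. Fitted qHTS curves give the values.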
IL-1B inflam inh: qHTS for Inhibitors of Inflammasome Signaling: IL-1-beta AlphaLISA Primary Screen | THP-1 LPS/ATP IL-1B secretion, AlphaLISA, 16 h; hits give low values | activity change, % at 57.5 µM | 360,000 tested, 4.7% active | AID 743279, 2014; in the data active = activity change below about -50%; inconclusive = mostly about -30% to -49%; note: % is set by controls: 0 for no effect and ±100 for the full control effect
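THP-1 cells pretreated 1 hr with compounds (up to 57.5 uM final), then stimulated with LPS (250 ng/mL final) plus ATP (1.25 mM final); secreted IL-1B measured by AlphaLISA after 16 hr, decreased signal indicating inhibition.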
KB-3-1 cytotox: qHTS assay for MDR1-selective chemotherapeutics: Primary screen using the parental adenocarcinoma cell KB-3-1. Potency, µM (series often up to 46.1 µM), without a hit: top-dose activity change, negative = cytotoxic, most hits filed as cytotoxic. 400,000 tested, 1.4% active. KB-3-1 viability, CellTiter-Glo ATP luminescence, 72 h; note: potency is the fitted concentration of half-maximal effect; % is set by controls: 0 for no effect and ±100 for the full control effect; nearly all actives have a fitted effect of over 60% in size
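KB-3-1 parental drug-naive adenocarcinoma cells in DMEM/10% FBS, incubated 72 h at 37 C with pin-transferred compounds across a concentration series. Viability by CellTiter-Glo luminescence; concentration-response curves fitted after normalization.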
MCF10A rerep: A quantitative high throughput screen for small molecules that induce DNA re-replication in MCF 10a normal breast cells | Potency, µM (series often up to 46.1 µM), for inactives: at the highest dose activity, positive = re-replication, usual class: activators | 350,000 tested, 2.9% active | MCF 10A DNA re-replication, Hoechst nuclear intensity, 48 h; note: potency is the fitted concentration of half-maximal effect; % of control where 0% means no effect; nearly all actives have a fitted effect of over 50% in size
S2 tox: Viability Counterscreen for Primary qHTS for Inhibitors of ATXN expression; S2 cells (HEK-293 line with an ATXN2-luciferase reporter) viability, CellTiter-Fluor protease fluorescence, 24 h; Potency, µM (doses to about 56.7 µM), usual class: cytotoxic; 400,000 tested, 0.49% active; AID 651635, 2014; note: potency is the fitted concentration of half-maximal effect; nearly all actives have a fitted effect of over 40% in size
HT1080NT lethal: qHTS for induction of synthetic lethality in tumor cells producing 2HG: qHTS for the HT-1080-NT fibrosarcoma cell line; HT-1080-NT fibrosarcoma viability, CellTiter-Glo ATP luminescence, 48 h; 360,000 tested, 1.6% active; Potency, µM (series often up to 46.1 µM), for inactives: at the top dose activity, negative = less viability, usual class: cytotoxic; AID 686970, 2013;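 note: NT is the 2HG producing partner of a matched IDH1 knockdown line; potency is the fitted concentration of half-maximal effect; 0% = DMSO-treated cells and -100% = media-only wells without cells; nearly all actives have a fitted effect of over 55% in size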
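Read-out is CellTiter-Glo luminescence after 10 minutes at room temperature, following 48 hours' compound treatment of HT-1080-NT cells (750 cells/well, RPMI, 5% FBS, 37 degrees C).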
SW480 rerep: A quantitative high throughput screen for small molecules that induce DNA re-replication in SW480 colon adenocarcinoma cells. 340,000 tested, 1.8% active. Potency, µM (doses to about 46.1 µM), inactives show at the highest dose re-replication activation, hits mostly activators. SW480 DNA re-replication, Hoechst DNA content imaging, 48 h. AID 624297, 2012; note: potency is the fitted concentration of half-maximal effect; % of control where 0% means no effect; nearly all actives have a fitted effect of over 55% in size
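Cells (250 per well) received 23 nL compound or DMSO by pin tool and were kept 48 hr at 37 C, 5% CO2. Nuclei were then stained with Hoechst for 40 min and scanned for DNA content.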
HT1080 IDH1KD tx: qHTS for induction of synthetic lethality in tumor cells producing 2HG: qHTS for the HT-1080-IDH1KD cell line; HT-1080 IDH1 knockdown viability, ATP luminescence, 48 h; Potency, µM (highest dose often 46.1 µM), without a hit: at the highest dose activity, negative = toxicity, usual class: cytotoxic; 360,000 tested, 2% active;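 note: potency is the fitted concentration of half-maximal effect; 0% = DMSO wells and -100% = cell-free medium wells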
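% activity derives from luminescence (CellTiter-Glo), normalised to DMSO and no-cell wells. HT-1080-IDH1KD cells, 750/well, had 48 h compound exposure at 37 °C.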
ATXN2 expr inh: Primary qHTS for Inhibitors of ATXN expression; HEK-293 ATXN2-luciferase reporter, luminescence, 24 h; Potency, µM (titrated, usually from 57 µM), for the others: top-dose activity change, negative = inhibition, hits mostly inhibitors; 360,000 tested, 0.72% active; note: potency is the fitted concentration of half-maximal effect; % is set by controls: 0 for no effect and ±100 for the full control effect; nearly all actives have a fitted effect of over 55% in size
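qHTS (up to 57 uM final) was run with 24 h compound exposure of reporter cells at 37 °C. Each well was multiplexed: SteadyGlo luminescence measured ATXN2-luciferase expression after a fluorogenic Gly-Phe-AFC viability readout (25 uM final).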
Numbers without * were called inactive; i = inactive; ? = inconclusive; / = not tested or not shown; [ ] = dose if it differs, or a comment. Unless noted, calls come from the whole dose curve; as a rule, active = well fitted curve in the direction sought with a large enough effect; inconclusive = small, poorly fitted or top-dose-only effect, or another doubt; inactive = no such curve, though single readings can be large; an effect the other way counts as inactive or inconclusive.

Every second line gives: KB-V1 cytotox	IL-1B inflam inh	KB-3-1 cytotox	MCF10A rerep	S2 tox	HT1080NT lethal	SW480 rerep	HT1080 IDH1KD tx	ATXN2 expr inh
(1) Cc1cc(C)c2sc(NNC(=O)C3COc4ccccc4O3)nc2c1 (stereo not given)
    ?	-4	-5%	?	i	7%	?	-9%	?
(2) Cc1cccc(NC(=O)C2CCCN2/C=C/C(=O)C(F)(F)F)c1C (stereo not given)
    -26%	0	26%	-5%	i	19%	-1%	11%	4%
(3) O=C(COC(=O)c1cnccn1)NCc1ccc2c(c1)OCO2
    2%	-1	13%	-5%	i	22%	-19%	?	-4%
(4) Cc1cc(NC(=O)CCCn2cc([N+](=O)[O-])cn2)n(Cc2ccc(F)cc2)n1
    -21%	25	20%	0%	i	-4%	-9%	-8%	-18%
(5) CC(=O)Nc1ccc(NC(=O)c2ccccc2Sc2ccc([N+](=O)[O-])cc2Cl)cc1
    -7%	-14	3%	-6%	i	-26%	18%	-23%	-28%
(6) CN(CCCC1CCCC1)C(=O)c1cc(COc2ccc(F)c(F)c2)on1
    8%	-8	-1%	13%	i	-2%	2%	0%	/
(7) Cc1onc(-c2ccccc2)c1C(=O)NC(C)C
    -1%	-3	8%	-3%	i	3%	-8%	-7%	4%
(8) O=C(NCCc1ccccc1)Oc1ccc(Cl)cc1
    12%	27	0%	3%	i	0%	-1%	0%	/
(9) CCCCCCC(O)(c1ccc(OC)cc1)C(CN1CCOCC1)c1ccccc1 (stereo not given)
    ?	?	18µM*	?	i	?	?	?	-16%
(10) CCO[C@@H]1OC(C(=O)O)=C[C@H](c2cn(C(C)=O)c3ccccc23)[C@H]1CCCO
    0%	25	0%	-3%	i	0%	-25%	9%	2%
(11) CCOc1ccc2cc(C3CC(c4ccco4)=NN3S(C)(=O)=O)c(Cl)nc2c1 (stereo not given)
    -5%	-60*	-9%	-1%	i	-1%	0%	-8%	-9%
(12) Cc1cccc(CCNC(=O)c2cccc(NC3=NC4CS(=O)(=O)CC4S3)c2)c1 (stereo not given)
    -3%	-8	9%	-3%	i	0%	-12%	-5%	7%
(13) COCC(C)NCc1ccccc1C (stereo not given)
    5%	-4	18%	-2%	?	22%	-6%	3%[9.24 µM]	-4%
(14) Cc1ccc(CCNC(=O)c2ccc3c(=O)n(-c4ccc(C)cc4)c(=O)[nH]c3c2)cc1
    0%	/	8%	/	i	/	/	/	-2%
(15) COC(=O)NC1(C(F)(F)F)C(=O)NC(C)=C1C(=O)OC (stereo not given)
    ?	15	8%	0%	i	20%	-3%	15%	-24%
(16) O=C(C(=O)N1CCN(C(=O)c2ccco2)CC1)c1c[nH]c2ccccc12
    -8%	-10	3%	8%	i	-8%	-2%	0%	/
(17) Cc1ccc(NC(=O)CCc2ccc(S(=O)(=O)N3CCOCC3)cc2)c(C)c1
    1%	0	1%	2%	i	-12%	0%	-5%	-13%
(18) CCOc1ccc(/C(O)=C2/C(=O)C(=O)N(c3ccccn3)C2c2ccc(Cl)cc2)c(C)c1 (stereo not given)
    ?	-13	?	18%	i	-20%	20%	?	0%
(19) CCC(C)(C(=O)NC1CCCC1)N(C(=O)CNC(C)=O)c1ccc(C)cc1 (stereo not given)
    5%	-4	-1%	-6%	i	-1%	-2%	1%	-11%
(20) CCCCNC(C(=O)Nc1ccc([N+](=O)[O-])cc1Br)c1ccccc1 (stereo not given)
    -4%	0	1%	1%	i	24%	-7%	24%	7%
(21) CCOC(=O)[C@]12CCC=C1N(Cc1ccc(Cl)cc1Cl)C(=O)[C@H](CC(=O)N1CCOCC1)C2
    0%	-7	3%	/	i	10%	/	8%	-9%
(22) Cc1csc(NC(=O)CCn2c(=O)sc3ccccc32)n1
    23µM*	-13	14%	?	i	4%	-9%	2%	8%
(23) CCOC(=O)C1CCN(C(=O)COc2cccc(C)c2)CC1
    5%	45	4%	27%	i	13%	5%	10%	6%
(24) O=C(CCc1ccc(S(=O)(=O)NC2CCCCC2)cc1)NCc1ccccn1
    2%	30	3%	6%	i	12%	-5%	-1%	-6%
(25) S=c1nc(-c2ccccc2)oc2c1CCCC2
    7%	14	5%	1%	i	2%	-2%	12%	112%[activator]
(26) CCOc1ccccc1C(=O)NCC(=O)O
    ?	6	0%	-5%	i	6%	-56%[inhibitor]	9%	4%
(27) O=[N+]([O-])c1cc(-n2cccc2)ccc1N1CCOCC1
    6.5µM*	-14	?	-2%	?	8%	-6%	13%	10%
(28) Cc1csc(CNc2ncnc3ccc(-c4ccc5c(c4)OCCO5)cc23)c1
    23%	/	?	?	i	/	-3%	/	0%
(29) Cc1ccc2c(c1)C(O)(CC(=O)c1ccc(C)s1)C(=O)N2 (stereo not given)
    2%	5	8%	4%	i	16%	-13%	19%	-5%
(30) Cc1[nH]c(=O)[nH]c(=O)c1/C=N/NC(=O)CCNC(=O)OC(C)(C)C
    10%	-60*	-1%	-2%	i	10%	-17%	8%	6%

Sorted by molecular weight (ascending): part of the list above
Every second line gives: KB-V1 cytotox	IL-1B inflam inh	KB-3-1 cytotox	MCF10A rerep	S2 tox	HT1080NT lethal	SW480 rerep	HT1080 IDH1KD tx	ATXN2 expr inh
(27) O=[N+]([O-])c1cc(-n2cccc2)ccc1N1CCOCC1
    6.5µM*	-14	?	-2%	?	8%	-6%	13%	10%
(15) COC(=O)NC1(C(F)(F)F)C(=O)NC(C)=C1C(=O)OC (stereo not given)
    ?	15	8%	0%	i	20%	-3%	15%	-24%
(16) O=C(C(=O)N1CCN(C(=O)c2ccco2)CC1)c1c[nH]c2ccccc12
    -8%	-10	3%	8%	i	-8%	-2%	0%	/
(24) O=C(CCc1ccc(S(=O)(=O)NC2CCCCC2)cc1)NCc1ccccn1
    2%	30	3%	6%	i	12%	-5%	-1%	-6%
(20) CCCCNC(C(=O)Nc1ccc([N+](=O)[O-])cc1Br)c1ccccc1 (stereo not given)
    -4%	0	1%	1%	i	24%	-7%	24%	7%
(9) CCCCCCC(O)(c1ccc(OC)cc1)C(CN1CCOCC1)c1ccccc1 (stereo not given)
    ?	?	18µM*	?	i	?	?	?	-16%
(11) CCOc1ccc2cc(C3CC(c4ccco4)=NN3S(C)(=O)=O)c(Cl)nc2c1 (stereo not given)
    -5%	-60*	-9%	-1%	i	-1%	0%	-8%	-9%
(5) CC(=O)Nc1ccc(NC(=O)c2ccccc2Sc2ccc([N+](=O)[O-])cc2Cl)cc1
    -7%	-14	3%	-6%	i	-26%	18%	-23%	-28%
(18) CCOc1ccc(/C(O)=C2/C(=O)C(=O)N(c3ccccn3)C2c2ccc(Cl)cc2)c(C)c1 (stereo not given)
    ?	-13	?	18%	i	-20%	20%	?	0%
(21) CCOC(=O)[C@]12CCC=C1N(Cc1ccc(Cl)cc1Cl)C(=O)[C@H](CC(=O)N1CCOCC1)C2
    0%	-7	3%	/	i	10%	/	8%	-9%

Additional entries follow:
Every second line gives: KB-V1 cytotox	IL-1B inflam inh	KB-3-1 cytotox	MCF10A rerep	S2 tox	HT1080NT lethal	SW480 rerep	HT1080 IDH1KD tx	ATXN2 expr inh
(31) Cc1cccc2nc(-c3cccc(NS(=O)(=O)c4ccccc4)c3)cn12
    15%	/	11%	/	i	/	/	/	-17%
(32) CCCCCC/C(=N/O)c1ccccn1
    0%	202	-17%	?	?	?	?	?	-16%
(33) Cc1ccc(N=C2NC(=O)C(CC(=O)NCc3ccccc3)S2)cc1C (stereo not given)
    0%	-16	-12%	0%	i	0%	-1%	-3%	1%
(34) Cc1cc2ncn(C(=O)N3CCC(C)CC3)c2cc1C
    0%	?	3%	14%	i	0%	-15%	5%	38%[activator]
(35) CCOC(=O)Cn1c(=O)cnc2ccccc21
    28%	-3	11%	4%	i	14%	2%	12%	-13%
(36) C[N+]1(CCn2ccc3ccccc32)CCCCC1
    -2%	-2	-3%	9%	i	1%	-4%	3%	/
(37) CCCCN1C(=O)C(=O)N(CC(=O)N2N=C3/C(=C/c4ccco4)CCCC3C2c2ccco2)C1=O (stereo not given)
    -3%	-10	0%	?	?	6%	3%	10%	6%
(38) COc1ccc(-c2nc3ccc(N4CCCC4)cc3c(=O)[nH]2)cc1OC
    ?	-19	?	23µM*	i	-1%	11µM*	-14%	-15%
(39) CN(c1ccccc1)S(=O)(=O)c1ccc(Cl)c(C(=O)NC2=NCCS2)c1
    5%	-15	?	8%	i	-3%	-1%	0%	/
(40) COc1ccc(-c2nn(C)c3sc(C(=O)Nc4cccc(F)c4)cc23)cc1OC
    ?	/	-15%	/	i	/	/	/	?
(41) CC(=O)Nc1ccc(S(=O)(=O)Nc2nc3ccccc3nc2N2CCOCC2)cc1
    -9%	9	0%	4%	i	0%	-17%	0%	3%
(42) CN(C(=O)COC(=O)Cc1c(F)cccc1Cl)c1c(N)n(Cc2ccccc2)c(=O)[nH]c1=O
    -21%	11	4%	0%	i	7%	-8%	-4%	0%
